# Screening data deposited in PubChem BioAssay by National Center for Advancing Translational Sciences (NCATS).
# Mm-Cpn inhibitor: M. maripaludis TRiC chaperonin inhibition; Potency, µM (doses to about 76.9 µM), inactives show at the top dose activity, negative = inhibition, actives largely listed as inhibitors; actives 0.031% (n = 330,000); purified Mm-Cpn ATPase, ADP Transcreener TR-FRET; AID 504842; note: potency is the fitted concentration of half-maximal effect; % is set by controls: 0 for no effect and ±100 for the full control effect; nearly all actives have a fitted effect of over 80% in size
#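 ATP (10 uM final) was added to archaeal chaperonin (25 nM final) after 10 min exposure to test compound at 37°C; after 30 min further incubation, ADP was detected by competitive TR-FRET.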
# HEK293 tox: cytotoxic in the GLP-1 receptor inverse agonist counter-screen; HEK293 cAMP-luciferase reporter cells, luminescence, 24 h; AID 624418; Potency, µM (titrated, usually from 38.3 µM), without a hit: at the top dose activity change, negative = inhibition, actives largely listed as inhibitors; actives 0.13% (n = 410,000);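 note: loss of luciferase light is scored as toxicity; potency is the fitted concentration of half-maximal effect; % is set by controls: 0 for no effect and ±100 for the full control effect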
#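 Luminescence readout: signal drop marks cytotoxicity. Plated cells grew 12 h at 37 °C, 5% CO2, received 23 nL compound for 24 h, then got luciferase reagent, read after 12 min at RT.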
# FUS yeast rescue: rescues growth of FUS-expressing yeast | S. cerevisiae FUS-expressing, growth rescue, OD600, 24 h | Potency, µM (top dose mostly 76.6 µM), inactives show at the highest dose growth rescue (activation), most hits filed as activators | actives 0.24% (n = 390,000);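 note: potency is the fitted concentration of half-maximal effect; plate controls were DMSO vehicle for no effect and reference control for full effect; nearly all actives have a fitted effect of over 55% in size; some results filed as inactive show a strong effect at the top dose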
#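 Compound concentration series was pinned onto galactose-induced FUS-expressing yeast seeded at OD 0.005. Plates sat 24hr at 30C; absorbance at 600 nm gave growth. DMSO served as background control.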
# PTHR1 ag: agonists of human PTHR1 parathyroid hormone receptor. Q03431. HEK293 GP2 PTHR1 cells, GloSensor cAMP luminescence, 1 h. Potency, µM (titrated, usually from 115 µM), inactives show at the highest dose activation, actives largely listed as activators. actives 0.075% (n = 410,000); note: potency is the fitted concentration of half-maximal effect; nearly all actives have a fitted effect of over 55% in size; some results filed as inactive show a strong effect at the top dose; inactives centre near -15; many of its hits are not listed in these tables
# Target sequence (Q03431 whole entry, looked up): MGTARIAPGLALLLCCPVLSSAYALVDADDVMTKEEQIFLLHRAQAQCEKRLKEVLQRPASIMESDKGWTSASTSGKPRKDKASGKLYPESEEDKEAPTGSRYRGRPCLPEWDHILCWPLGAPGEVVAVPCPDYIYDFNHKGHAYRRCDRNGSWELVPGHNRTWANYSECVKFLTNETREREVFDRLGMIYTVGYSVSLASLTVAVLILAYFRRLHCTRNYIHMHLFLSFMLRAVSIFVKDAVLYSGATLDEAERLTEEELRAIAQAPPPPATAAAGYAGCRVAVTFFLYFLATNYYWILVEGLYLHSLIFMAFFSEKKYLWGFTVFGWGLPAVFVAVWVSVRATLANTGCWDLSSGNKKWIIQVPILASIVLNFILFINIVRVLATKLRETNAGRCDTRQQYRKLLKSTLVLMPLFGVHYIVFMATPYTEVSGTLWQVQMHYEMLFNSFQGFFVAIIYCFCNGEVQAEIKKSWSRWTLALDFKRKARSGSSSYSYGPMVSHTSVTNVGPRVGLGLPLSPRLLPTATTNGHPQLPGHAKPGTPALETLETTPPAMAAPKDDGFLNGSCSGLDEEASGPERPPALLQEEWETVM
#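 HEK-293-derived GP2 cells expressing PTHR1 and a GloSensor cAMP reporter, 3,000/well, plated overnight, given luciferin plus IBMX (each 0.5 mM as added) for 1 h at 37 °C, then compound for 1 h at 37 °C. Luminescence was read after 15 min at room temperature.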
# pAkt inh: Akt phosphorylation inhibition. Neuro2A IGF-stimulated pAkt S473 HTRF, 20 min; active compounds read low. activity change, % for hits at 50 µM. actives 0.32% (n = 360,000); in the data active = activity change below about -80%; inconclusive = mostly about -51% to -80%; note: % is set by controls: 0 for no effect and ±100 for the full control effect
#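 Neuro2A cells in DMEM with 0.5% FBS, overnight at 37 deg C, given compound at single 50 µM final, then IGF (6 nM final) for 20 min at 37 deg C. Lysed; phospho-Akt Ser473 by HTRF after 24 h, 665/615 ratio.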
# GLP-1R inv ag: inverse agonists of human GLP-1 receptor | actives 1.6% (n = 410,000) | HEK293 GLP-1R CRE-luciferase, luminescence, 24 h; GLP-1R form is constitutively active | AID 624417 | Potency, µM (series often up to 38.3 µM), without a hit: at the top dose activity change, negative = inhibition, actives largely listed as inhibitors; note: potency is the fitted concentration of half-maximal effect; % is set by controls: 0 for no effect and ±100 for the full control effect; nearly all actives have a fitted effect of over 55% in size
# Target sequence (P43220 whole entry, looked up): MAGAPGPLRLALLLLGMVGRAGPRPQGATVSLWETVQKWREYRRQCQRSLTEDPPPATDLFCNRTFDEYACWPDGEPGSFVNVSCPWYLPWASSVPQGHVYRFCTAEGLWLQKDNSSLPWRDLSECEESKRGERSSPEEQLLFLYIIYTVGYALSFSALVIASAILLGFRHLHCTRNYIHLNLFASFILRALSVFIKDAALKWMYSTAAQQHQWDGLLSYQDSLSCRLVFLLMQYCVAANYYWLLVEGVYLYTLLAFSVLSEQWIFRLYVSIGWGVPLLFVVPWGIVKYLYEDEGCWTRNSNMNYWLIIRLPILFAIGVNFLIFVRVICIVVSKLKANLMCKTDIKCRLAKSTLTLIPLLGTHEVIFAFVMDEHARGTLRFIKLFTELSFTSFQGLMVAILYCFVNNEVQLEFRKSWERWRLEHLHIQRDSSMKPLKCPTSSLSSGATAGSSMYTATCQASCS
#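 Stable HEK293 clone (constitutively active GLP-1R + cAMP-response luciferase); 200 cells/uL plated, 12 h pre-culture, compound 24 hr, 37 deg C/5% CO2; detection reagent 12 min RT; luminescence.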
# TDP43 rescue: inhibitors of TDP-43 toxicity in yeast; TDP-43 expressing yeast growth rescue, BacTiter-Glo, 24 h; Potency, µM (top dose mostly 46.1 µM), without a hit: top-dose growth rescue (activation), hits mostly activators; actives 1.8% (n = 410,000); note: potency is the fitted concentration of half-maximal effect; % of control where 0% means no effect; nearly all actives have a fitted effect of over 50% in size
#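 Growth rescue of TDP-43-toxic yeast measured as ATP luminescence (BacTiter-Glo). Cells grown to mid-log in raffinose, induced in galactose at OD600=0.02, exposed to compound 24 hr at 30 deg C.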
# aSyn rescue: alpha-synuclein toxicity inhibition in yeast. Yeast expressing alpha-synuclein, growth rescue, BacTiter-Glo, 24 h. actives 0.14% (n = 370,000). Potency, µM (titrated, usually from 46.1 µM), without a hit: top-dose growth rescue (activation), hits mostly activators; note: potency is the fitted concentration of half-maximal effect; % of control where 0% means no effect; nearly all actives have a fitted effect of over 65% in size
#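 Rescue of yeast growth: cells expressing toxic alpha-synuclein, induced in galactose at OD600 0.02, incubated with compound 24 h at 30 C. ATP luminescence quantified growth; inhibitors of toxicity appear as activators.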
# Abeta yeast res: compounds reversing amyloid beta toxicity in yeast. yeast expressing A-beta42, growth rescue, OD600, 48 h; response scale: 0% DMSO, 100% iron-clioquinol control. Potency, µM (top dose mostly 46.1 µM), for inactives: at the highest dose growth rescue, usual class: activators. actives 0.063% (n = 410,000). AID 1347071; note: potency is the fitted concentration of half-maximal effect; nearly all actives have a fitted effect of over 55% in size
#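 Yeast A-beta toxicity model in growth medium with pinned compounds, 48 h at 30 C; growth read as absorbance at 600 nm. Normalized to FeCl3/clioquinol equimolar mix (positive) and DMSO (negative).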
# Starred values were filed as active, the others as inactive; i = inactive; ? = inconclusive; / = no result given; [ ] = remark or other dose. Unless noted, calls come from the whole dose curve; as a rule, active = well fitted curve in the direction sought with a large enough effect; inconclusive = small, poorly fitted or top-dose-only effect, or another doubt; inactive = no such curve, though single readings can be large; an effect the other way counts as inactive or inconclusive.
Compound	Mm-Cpn inhibitor	HEK293 tox	FUS yeast rescue	PTHR1 ag	pAkt inh	GLP-1R inv ag	TDP43 rescue	aSyn rescue	Abeta yeast res
c1ccc(SCc2nc(-c3ccncc3)no2)cc1	-1%	11%	-3%	-15%[57.5 µM]	i	7%	19%	6%	5%
COC(=O)CS(=O)(=O)c1cc(Br)cc2c1N(C(C)=O)CC2	-1%	-12%	-8%	i	i	10%	-8%	-10%	-2%
Cc1ccc2c(cnn2C(=O)CCC(=O)N2CCCCC2)c1	-1%	0%	-6%	i	i	6%	-4%	-1%	-3%
CC(=O)Nc1ccc(S(=O)(=O)N2CCN(S(=O)(=O)N3CCOCC3)CC2)cc1	1%	-15%	10%	i	i	-5%	-8%	2%	-2%
COC(=O)C1=C(C)NC2=C(C(=O)CCC2)C1c1cn(Cc2ccc(Cl)cc2Cl)nc1-c1ccccc1 (configuration not stated)	-4%	45%[activator]	22%	i	i	?	-11%	-9%	12%
O=C(Nc1ccccc1)c1ccc(N2CCN(c3ccccc3)CC2)c(S(=O)(=O)N2CCOCC2)c1	0%	-5%	-13%	-19%	/	0%	-4%	/	0%
N#Cc1ccc(C(=O)Nc2nc(SCc3ccc(Cl)cc3)n[nH]2)cc1	-12%	7%	-3%	i	i	1%	0%	0%	2%
CCOc1cc(-c2cn(S(=O)(=O)c3cccc4nsnc34)nc2N)cc(OCC)c1OCC	2%	-21%	45%	i	i	0%	-9%	4%	16%
CCOC(=O)c1c(NC(=O)CCCOc2ccc(C(C)(C)C)cc2)sc2c1CCC2	/	9%	7%	?	/	10%	5%	/	-8%
COc1cccc(CNC(=O)C2CCN(S(=O)(=O)N3CC(C)CC(C)C3)CC2)c1 (configuration not stated)	2%	-1%	-3%	-11%[57.5 µM]	i	-24%	4%	0%	0%
Cc1cc2oc(=O)cc(CN3CCCCC3C)c2cc1C (configuration not stated)	-3%	-3%	37%	-8%	i	?	-20%	-8%	-7%
CCOc1ccc(N(CC(=O)NCCSCc2ccccc2Cl)S(C)(=O)=O)cc1	1%	0%	31%	-24%	i	-18%	8%	8%	9%
Cc1oc2ccccc2c1CC(=O)NCCCN(C)C	-12%	2%	8%	-23%	i	0%	5%	-1%	13%
Oc1ccc(Nc2nc3ccccc3n3cnnc23)cc1	/	-13%	7%	-12%	/	56%[activator]	2%	/	-10%
CCN1CCc2c(sc(NC(=O)c3ccc(S(=O)(=O)N(C)CC4CCCO4)cc3)c2C(N)=O)C1 (configuration not stated)	0%	14%	27%	-17%	i	-21%	-18%	-8%	-9%
O=[N+]([O-])c1cccc(C=NN=C2c3ccccc3-c3ccccc32)c1	/	17%	/	-2%	i	16%	-6%	-3%	-11%
CCS(=O)(=O)c1ccc2oc(SCC(=O)c3c(N)n(C4CC4)c(=O)[nH]c3=O)nc2c1	-2%	2%	-18%	i	i	18%	21%	0%	-11%
CCN(CCCNC(=O)c1cc(Nc2ccc(OC)cc2)nc2ccccc12)c1cccc(C)c1	/	145%[activator]	3%	-2%	/	-27%	21%	/	-2%
CCN(CC)CCN(C(=O)/C=C/c1cccs1)c1nc2ccc(Cl)cc2s1	-3%	5%	-10%	i	i	6%	13%	-10%	0%
COc1ccc(OC)c2[nH]c(=O)c(CCNC(C)=O)cc12	-6%	6%	-8%	-23%	i	17%	8%	-2%	0%

# Two records picked at random from the list so far, as already listed:
Compound	Mm-Cpn inhibitor	HEK293 tox	FUS yeast rescue	PTHR1 ag	pAkt inh	GLP-1R inv ag	TDP43 rescue	aSyn rescue	Abeta yeast res
CCN(CCCNC(=O)c1cc(Nc2ccc(OC)cc2)nc2ccccc12)c1cccc(C)c1	/	145%[activator]	3%	-2%	/	-27%	21%	/	-2%
O=[N+]([O-])c1cccc(C=NN=C2c3ccccc3-c3ccccc32)c1	/	17%	/	-2%	i	16%	-6%	-3%	-11%

# The listing picks up, repeating the 4 entries before the break.
Compound	Mm-Cpn inhibitor	HEK293 tox	FUS yeast rescue	PTHR1 ag	pAkt inh	GLP-1R inv ag	TDP43 rescue	aSyn rescue	Abeta yeast res
CCS(=O)(=O)c1ccc2oc(SCC(=O)c3c(N)n(C4CC4)c(=O)[nH]c3=O)nc2c1	-2%	2%	-18%	i	i	18%	21%	0%	-11%
CCN(CCCNC(=O)c1cc(Nc2ccc(OC)cc2)nc2ccccc12)c1cccc(C)c1	/	145%[activator]	3%	-2%	/	-27%	21%	/	-2%
CCN(CC)CCN(C(=O)/C=C/c1cccs1)c1nc2ccc(Cl)cc2s1	-3%	5%	-10%	i	i	6%	13%	-10%	0%
COc1ccc(OC)c2[nH]c(=O)c(CCNC(C)=O)cc12	-6%	6%	-8%	-23%	i	17%	8%	-2%	0%
Clc1cccc(CN2CCCCCCC2)c1Cl	-1%	-4%	/	i	i	-13%	14%	6%	-16%
COc1ccccc1N1CCN(c2ncnc3c2nnn3C)CC1	/	-14%	-3%	i	/	25%	10%	/	-15%
C[C@H](O)[C@@H]1C(=O)N2CCc3ccc(N4CCN(C)CC4)cc3[C@@H]2C[C@@H]1N(C)C(=O)c1ccco1	/	-9%	0%	-17%	i	-2%	0%	-5%	1%
Cc1cc(=O)n2[nH]c(-c3ccccc3)cc2n1	/	-13%	1%	i	i	52%[activator]	-6%	-8%	13%
COc1ccccc1[C@@H]1C(c2ccccc2)=NN(c2ccccc2)[C@H]1C(=O)N1CCOC1=O	-26%	94%[activator]	?	-5%	i	?	-6%	6%	-11%
COc1ccc(C)cc1NC(=O)C(OC(=O)CNC(=O)c1ccc(Br)cc1)c1ccccc1 (configuration not stated)	1%	-2%	/	i	i	-12%	-7%	-6%	13%
Cc1cc(C)n(CCCNC(=O)CN(C)S(=O)(=O)c2ccc(Cl)cc2)n1	2%	15%	-4%	i	i	-14%	2%	-1%	14%
Cc1cccc(Cn2c(CNS(=O)(=O)c3ccc4c(c3)CCCC4)nc3cccnc32)c1	/	4%	-22%	-20%	/	?	3%	/	-3%
O=C1NC[C@H](CCCCN2C[C@H](Cc3ccc(O)cc3)N(Cc3ccccc3)C(=O)C2=O)N(Cc2ccccc2)C1=O	/	-6%	18%	-9%	i	9%	5%	-6%	-6%
COc1ccc(-c2nc(Cn3c(SCc4ccccc4F)nc4ccncc43)c(C)o2)cc1OC	/	0%	16%	-19%	/	-3%	-3%	/	-18%
Cc1csc(NC(=O)c2cc(C)nc3ccccc23)n1	2%	-4%	2%	-9%	i	7%	4%	6%	-12%
COc1ccc(CNC(=O)Cn2c(=O)nc(-c3ccccc3)c3cc(Cl)ccc32)cc1OC	/	10%	-17%	i	/	15%	0%	/	-2%
COC(c1ccc(Cl)cc1)(c1ccc(Cl)cc1)C(Oc1nccc(C)n1)C(=O)O (configuration not stated)	3%	-11%	9%	-55%[inhibitor]	i	?	-20%	-5%	5%
CCc1noc(C)c1C(=O)OCC(=O)NC(=O)c1ccccc1OC	0%	-2%	-16%	-17%	i	18%	3%	-1%	2%
CCN(CC)CCCNC(=O)Cn1ccc2ccccc2c1=O	1%	-3%[0.307 µM]	0%	i	i	3%[0.307 µM]	7%	0%	20%
CCCCNCCOCCOc1ccc(F)cc1	-2%	-1%	-2%	i	i	1%	-11%	1%	-9%
O=C(N/N=C/c1cccnc1)c1cccc(S(=O)(=O)N2CCCC2)c1	-147%	18%	17%	-11%	i	0%	-21%[0.397 µM]	-2%	0%
CN(C)c1nc(OCCNC(=O)Nc2ccc(Cl)cc2)nc(N(C)C)n1	-1%	0%	8%	i	i	22%	-9%	1%	-5%
O=C(c1ccc2c(c1)N(Cc1cccc(Cl)c1)C(=O)c1ccccc1S2(=O)=O)N1CCN(c2ccccn2)CC1	-23%	11%	?	-14%	i	?	1%	2%	-30%
O=C(NNC(=O)c1ccccc1F)c1cccc(S(=O)(=O)N2CCc3ccccc32)c1	0%	-10%	29%	-37%[inhibitor]	i	?	17%	7%	9%
Cc1ccc(SCC(=O)OCC(=O)N(C)CC(=O)Nc2ccc(F)cc2)cc1C	-4%	8%	23%	i	i	-7%	3%	0%	9%
CC(C)Cc1nnc(NC(=O)CN2C(=O)C3CCCCC3C2=O)s1 (configuration not stated)	-2%	0%	11%	i	i	-11%	0%	-3%	-7%
CCCN1Cc2cccc(C(=O)NC3CCCC3)c2C1=O	-4%	-5%	1%	-8%[57.5 µM]	i	95%[activator]	-2%	-9%	-11%
CC(=O)c1ccc(NC(=O)CSc2nc(-c3ccccc3F)nc3c2c(=O)n(C)c(=O)n3C)cc1	/	-7%	-24%	i	/	8%	0%[9.22 µM]	/	1%
CCn1c(=NC(=O)c2cccc(N3C(=O)CCC3=O)c2)sc2c(C)ccc(OC)c21	-3%	-2%	?	-15%	i	45%[activator]	0%	6%	-3%
CC(C)c1onc(C(=O)N2CCN(c3ccc(F)cc3)CC2)c1[N+](=O)[O-]	2%	-8%	5%	i	i	7%	0%	6%	18%
CCN(c1ccccc1)S(=O)(=O)c1cc(NC(=O)CSc2n[nH]c(=O)[nH]c2=O)ccc1Cl	-5%	6%	24%	i	i	4%	0%	-4%	5%

# Only part of the results is shown; rates above refer to the full screens.
